# TbREL1 primary: TbREL1 inhibition, primary screen; P86926; TbREL1 RNA ligation, FRET fluorescence; inhibition, % at 9.66 µM; 0.49% of 89,000 active; AID 1117264;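 active = inhibition above the mean inhibition across all screened compounds plus 3 SD, cut at about 11% in these data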;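 also: 0% = plate median of test wells and 100% = NSC42067 control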
# Target sequence (P86926 whole entry, looked up): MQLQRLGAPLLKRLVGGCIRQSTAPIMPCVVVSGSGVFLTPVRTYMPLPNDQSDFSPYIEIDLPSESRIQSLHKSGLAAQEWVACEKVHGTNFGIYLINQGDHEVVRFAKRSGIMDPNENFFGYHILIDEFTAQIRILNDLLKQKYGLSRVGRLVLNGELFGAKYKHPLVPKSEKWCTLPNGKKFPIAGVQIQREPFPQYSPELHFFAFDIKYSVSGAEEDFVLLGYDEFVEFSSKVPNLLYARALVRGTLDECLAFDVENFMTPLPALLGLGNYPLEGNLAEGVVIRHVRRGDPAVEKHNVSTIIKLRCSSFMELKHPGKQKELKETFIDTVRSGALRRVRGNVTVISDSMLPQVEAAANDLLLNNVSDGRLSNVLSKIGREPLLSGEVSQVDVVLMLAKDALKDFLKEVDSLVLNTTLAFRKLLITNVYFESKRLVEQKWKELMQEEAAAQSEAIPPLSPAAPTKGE
# An asterisk follows results filed as active. The list is partial; the hit share may differ from the screen's.
SMILES,TbREL1 primary
Cc1cccc(Nc2nc(N)c([N+](=O)[O-])c(NCc3ccccc3)n2)c1,8
CCOC(=O)N1CCC(NS(=O)(=O)c2cc(Br)cc3c2N(C(=O)CC)CC3)CC1,-4
Cc1cc(Br)c2nc(-c3ccccc3)c(Cc3cccc(Cl)c3)n2c1,-2
CC1(C)CC(=O)CC2(C1)NCC(c1ccccc1)c1c2[nH]c2ccccc12 (stereo not given),-5
O=C(CSc1nncs1)Nc1ccc(Cl)cn1,3
COC(=O)NC(=C(Cl)Cl)S(=O)(=O)c1ccccc1,-3
Cn1c(=O)[nH]c(=O)c2c1nc(SCCO)n2CCCc1ccccc1,-2
O=C(Nc1ccccc1N1CCCC1)C1=COCCO1,-6
CC1CN(c2ccc([N+](=O)[O-])cc2Cl)CCN1S(C)(=O)=O (stereo not given),9
CC1=Nn2c(nnc2-c2ccccn2)SC1,1
CC(=O)NC(CC(=O)NNC(=O)c1cccs1)c1ccccc1 (stereo not given),2
CSc1nnc(C)c(=O)n1COC(=O)c1ccccc1,4
Cc1ccc(OCCNC(=O)Cc2ccc(F)cc2)cc1,3
O=C(NCCO)c1nc(C(=O)c2ccc(Cl)cc2)c2ccccc2n1,3
COc1ccc(C2C(=O)N(C3CCCCCC3)CC(=O)N2Cc2ccccc2)cc1OC (stereo not given),4
ON=C1CCN(c2ncc(C(F)(F)F)cc2Cl)CC1,3
O=C(NNC(=O)c1ccc(-c2ccccc2)cc1)Nc1ccc(F)cc1F,1
O=C(Nc1ccc(OCC(=O)N2CCOCC2)cc1)c1cc(F)c(F)cc1Cl,4
COc1ccccc1C1=CC(=O)C[C@H](c2ccc3c(c2)OCO3)C1,2
CCC(C)(C)n1nnnc1CN1CCN(c2nc3cc(OC)ccc3cc2C#N)CC1,4
O=C(CSc1nc(-c2ccco2)cc(C(F)(F)F)n1)NCc1cccs1,0
Cc1nn(CCOc2ccc(Br)cc2)c(C)c1[N+](=O)[O-],0
COc1ccc(-n2cc(CNC(C)c3ccncn3)c(-c3cccc(F)c3)n2)cc1 (stereo not given),-3
CCOC(=O)c1sc2ccccc2c1OC(=O)c1ccccc1,4
CCC(C)[C@H](NC(=O)NCCCN1CCOCC1)C(=O)OC (stereo not given in full),-1

# (continued)
SMILES,TbREL1 primary
CCOC(=O)C1=CC[C@@H](c2cc(OC)c(OC)c(OC)c2)N(S(=O)(=O)c2ccc(C)cc2)[C@H]1C(=O)OCC,0
COc1ccc(S(=O)(=O)N2CCCCCC2)cc1C(=O)N(C)CC(=O)Nc1ccc(F)cc1,4
O=C(CN1c2cccc3cccc(c23)S1(=O)=O)Nc1ccccc1F,5
Cc1cc(Cl)c(S(=O)(=O)NCc2ccccc2)cc1OCC(N)=O,3
C[C@@H]1CN([C@@H](C)CO)C(=O)CCCn2nncc2CO[C@H]1CN(C)C(=O)Nc1ccc(F)cc1,3
CNC[C@H]1Oc2cc(Br)ccc2S(=O)(=O)N([C@H](C)CO)C[C@H]1C,5
CC(=O)Nc1ccc(S(=O)(=O)N2CCN(CC(O)COc3ccc4ccccc4c3)CC2)cc1 (stereo not given),-2
Nc1ccccc1C(=O)N1CCCC1,1
CC/C=C/C(=O)N1CC2(CC(c3cccc(NC(=O)c4ccccc4)c3)=NO2)C[C@@H]1C(N)=O (stereo not given in full),1
O=C(O)C1=C[C@H](c2cccs2)C[C@H](OCCCCO)O1,0
CCOC(=O)[C@H]1[C@H]2COc3ccc(C)cc3[C@@H]2N2C(=O)c3cc(C)ccc3NC(=O)[C@@]12C,1
O=C(C1CC(=O)N(C2CCCC2)C1)N1CCN(c2ccccc2F)CC1 (stereo not given),0
CCc1cc(/C(Cc2ccccn2)=N\Nc2ccccc2)c(O)cc1O,-1
O=C(c1ccccc1-c1nc(-c2ccc(F)cc2)no1)N1CCCC1,-1
COCCCNC(=O)CCCn1c(=O)c2ccccc2n(Cc2cccc([N+](=O)[O-])c2)c1=O,3
Cc1cc(C)c(Nc2ncnc(N)n2)c(C)c1,3
CCN(CC)C(=O)CCSc1nnc(-c2ccco2)o1,0
CC(=O)Nc1ccc(S(=O)(=O)NC2(C(F)(F)F)C(=O)Nc3c2c(=O)[nH]c(=O)n3C)cc1 (stereo not given),6
Cc1nnc(SCc2cc(=O)[nH]c(N3CCN(C)CC3)n2)s1,-2
CCOC(=O)c1c(C)[nH]c(C(=O)OC(C)C(=O)NC2CCCCC2C)c1C (stereo not given),1
Cc1ccc(NC(=O)CSC(C)C(=O)OCC(=O)N2CCN(C(=O)c3ccco3)CC2)cc1 (stereo not given),-1
O=C(O)c1ccc2c(c1)CCC2,1
O=C(CCc1nc2ccccc2[nH]c1=O)OCC(=O)N1CCc2ccccc21,0
Cc1ccnc(N2CCC(C(=O)Nc3nnc(C)s3)CC2)n1,-2
CC(C)OC(=O)CSc1nnc(-c2cnccn2)n1-c1ccc(Cl)cc1,-1

# Other records.
SMILES,TbREL1 primary
O=C(Nc1ccc(F)cc1)Nc1ccccc1C(=O)NCCN1CCNC1=O,2
COc1ccc(C(=O)N(NC(=O)Oc2ccccc2)C(C)(C)C)cc1,0
COC(=O)c1ccc(NC(=O)COc2ccc3c(c2)OCO3)cc1,6
C=CCn1c(SCC(=O)N(C)C2CCS(=O)(=O)C2)nnc1-c1ccccc1 (stereo not given),-3
CCOC(=O)CN1C(=O)C(C)(C)Oc2ccc(C(=O)NC(C)(C)CC)cc21,2
CC1=C(OC(=O)c2ccccc2)C(C)(C)C(c2ccc(Br)cc2)OC1=O (stereo not given),9
Cc1cc(C(=O)N(C)Cc2c(F)cccc2Cl)c2ccccc2n1,1
O=S(=O)(Nc1ccc(-n2cnnn2)cc1)c1ccc(Cl)cc1,1
CC(C)c1[nH]nc2c1C(c1ccccc1)NC2=O (stereo not given),-1
O=C(O)C(F)=C1c2ccccc2-c2ccccc21,3
COc1ccc(-c2cc(-c3nnc(SCc4ccc([N+](=O)[O-])cc4)n3N)[nH]n2)cc1,3
CSc1ncccc1C(=O)Nc1nnc(C2CC2)s1,0
O=C(C1CCCCC1)N1C[C@H](n2cc(-c3ccc(F)cc3)nn2)[C@@H](O)C[C@@H]1c1ccccc1,0
Cc1ccc(S(=O)(=O)N2CCN(C(=O)c3n[nH]c4ccccc34)CC2)cc1,0
Cc1nnc(NC(=O)C(C)Sc2nnc(CNC(=O)c3ccccc3F)n2C)s1 (stereo not given),0
CN(Cc1ccccc1)Cc1ccccc1F,9
ClCC(CNCc1ccccc1)c1ccccc1 (stereo not given),3
CC(C)(C)OC(=O)C[C@@H]1C/C=C\C[C@H](CC(=O)NCCO)C(=O)N[C@@H](c2ccccc2)COC1=O,-3
CCOC(=O)C1=CC[C@@H](c2cc3ccc(OC)cc3n2C)N(S(=O)(=O)c2ccc(C)cc2)[C@H]1C(=O)OCC,-1
CC(Nc1nc(-c2cccnc2)nc2ccccc12)c1ccc(F)cc1 (stereo not given),1
Cc1[nH]c2ccccc2c1C(=O)COC(=O)Cn1c(C)nc2ccccc21,1
Cc1cccc(OCC(=O)Nc2ccc3oc(=O)ccc3c2)c1C,2
Cc1ccc(NC(=O)Cn2c(=O)ccn(Cc3ccccc3)c2=O)cc1S(=O)(=O)N1CCOCC1,-5
COc1ccc(NC(=O)C2CCC(CNS(=O)(=O)c3cccs3)CC2)cc1 (stereo not given),0
CCC(C)(C)NC(=O)CN(C(=O)c1csnn1)c1cccc2c1CCCC2,1

# (list continues)
SMILES,TbREL1 primary
CCOC(=O)C1CCCN(S(=O)(=O)c2ccc(Cl)nc2)C1 (stereo not given),2
O=C(Nc1nnc([C@@H]2C[C@H](O)[C@@H](CO)O2)s1)Nc1ccccc1Oc1ccccc1,0
CCOC(=O)c1c(/N=C/C2=C(O)CCCC2=O)sc(C)c1C,-5
CC(=O)NCCc1ccc(S(=O)(=O)Nc2ccc(C)c(S(=O)(=O)N3CCOCC3)c2)cc1,3
O=C(NNC(=O)c1ccco1)c1ccc(NS(=O)(=O)c2cccs2)cc1,0
Cc1ccc(C(=O)OCC(=O)NC2CCCC(C)C2C)cc1S(=O)(=O)N1CCCCC1 (stereo not given),2
O=C1C(=NO)CCCc2ccccc21,-2
O=c1c2ccccc2nc(/C=C/c2c[nH]c3ccccc23)n1CCO,-7
CC(OC(=O)c1c[nH]c2ccccc12)C(=O)N1CCCC1 (stereo not given),1
COC(=O)[C@]12C[C@H](CC(=O)N3CCN(C(=O)c4ccco4)CC3)C(=O)N(Cc3ccc4c(c3)OCO4)C1=C[C@H](C(C)C)O[C@@H]2C1CC1,2
C=CCOc1c2ccc(C(=O)NCc3ccc(OC)cc3)cc2nn1C,5
O=C(Nc1cccnc1)c1ccc(NS(=O)(=O)c2cccc([N+](=O)[O-])c2)cc1,11
Cc1ccc(-n2c(-c3ccco3)nc3c(cnn3-c3ccccc3C)c2=O)cc1,0
COc1ccc(C(C)=O)cc1CSc1ccc(S(=O)(=O)N2CCOCC2)cn1,-3
O=C(Cc1cccs1)N/N=C\c1ccccc1,7
O=C(Cc1ccccc1F)Nc1nnc(-c2cccnc2)s1,3
Cc1cccc(Oc2ccc(N)cc2)c1,-3
O=C(Nc1ccccc1Cl)c1cc(S(=O)(=O)N2CCOCC2)cs1,-1
O=C(O)CCC(=O)c1ccc2c(c1)OCCCO2,-1
O=C(O)CCSc1ccccn1,8
NC(=S)Nc1ccccc1Br,-4
O=C(NCc1ccco1)c1ccc(Cn2c(=O)c3sccc3n(Cc3ccc(F)cc3)c2=O)cc1,4
CCC(Sc1nncn1C)C(=O)Nc1ccccc1OC (stereo not given),1
COc1ccc(NC(=O)CCCN2C(=O)CN(C)C2=O)cc1Cl,3
O=C(CSc1nnc(-c2ccco2)o1)N1CCCCC1,2

# Next structures:
SMILES,TbREL1 primary
CCc1nc2sc(C#N)c(N)c2c2c1CCCC2,-2
Cc1c(NC(=O)CSc2nnc(C(C)Oc3ccc(Cl)cc3)n2-c2ccccc2)c(=O)n(-c2ccccc2)n1C (stereo not given),2
CCOC(=O)C1Nc2c(F)cc(C)cc2C2c3ccccc3CC12 (stereo not given),1
CCOc1cccc(-c2nnc3sc(C4CCCCC4)nn23)c1,0
Cc1c(C2C(C#N)=C(N)N(c3ccccc3C#N)C3=C2C(=O)CCC3)cnn1C (stereo not given),-3
Cc1ccc(C)n1NC(=O)c1ccccc1[N+](=O)[O-],-6
CCOc1cccc2cc(C(=O)Nc3nccs3)c(=O)oc12,6
Cc1ccc2c(c1)c1c(n2CCc2ccc(C)nc2)CCN(C)C1,-1
COc1ccc(-c2cc(C(=O)OCc3ccccn3)c3ccccc3n2)cc1,4
C[C@H]1[C@@H](NCC2CCCCC2)CC[C@@]23CCCN2C(=O)CCC[C@@H]13,-2
C#CCOCCOCCOCCNc1nc(N2CCN(C(=O)[C@H]([C@@H](C)CC)n3cc(CCCCN)nn3)CC2)nc(N2CCN(C(=O)[C@H](Cc3ccc(O)cc3)n3cc(CCO)nn3)CC2)n1,2
COc1cc(C(=O)Nc2nc3ccc(S(=O)(=O)N4CCOCC4)cc3s2)cc(OC)c1OC,1
O=C(COc1ncnc2ccccc12)Nc1ccc(Cl)c(S(=O)(=O)N2CCOCC2)c1,5
COc1cccc(-c2nnc(NC(=O)Cc3cccs3)s2)c1,-1
O=C(O)CN=C1NC2(CCCCC2)Cc2ccccc21,6
CN(C)c1nc(=Nc2cccc(Cl)c2)ss1,0
N#CCCN(C(=O)COC(=O)C1CCN(S(=O)(=O)c2cccs2)CC1)c1ccccc1,-2
CCn1ncc(CNC(=O)C2(C)CC2(Br)Br)c1C (stereo not given),-2
COc1ccc(NC(=O)N(C)C[C@H]2Oc3c(NC(=O)C4CC4)cccc3C(=O)N([C@H](C)CO)C[C@@H]2C)cc1,-3
COc1cccc(/C=C/C(=O)NNC(=O)CCN2CCN(Cc3ccccc3)CC2)c1,2
COc1ccc(N2CCN(CCCNC(=O)CC3Oc4ccc(C)cc4NC3=O)CC2)cc1 (stereo not given),-9
Fc1ccc(NC(=S)Nc2ccc3nccnc3c2)cc1,13*
O=C(NCc1ccco1)C1CCCN(c2ncccn2)C1 (stereo not given),1
O=C(Cn1[nH]c(=O)c2ccccc2c1=O)OCC(=O)c1ccc(Br)cc1,0
Cc1cc(C)n2nc(CCc3ccccc3)nc2n1,-2

# Source: PubChem BioAssay (The Scripps Research Institute Molecular Screening Center)
